# MITF primary – MITF inhibitors, primary screen, biochemical, AlphaScreen, human; AlphaScreen MITF homodimerization, bead proximity signal; inhibition, % at 2.6 µM; actives 0.91% (n = 650,000); AID 1259374, 2018; in the data active means inhibition above about 50%;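 further: 0% = vehicle wells with protein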
# Target sequence (O75030 whole entry, looked up): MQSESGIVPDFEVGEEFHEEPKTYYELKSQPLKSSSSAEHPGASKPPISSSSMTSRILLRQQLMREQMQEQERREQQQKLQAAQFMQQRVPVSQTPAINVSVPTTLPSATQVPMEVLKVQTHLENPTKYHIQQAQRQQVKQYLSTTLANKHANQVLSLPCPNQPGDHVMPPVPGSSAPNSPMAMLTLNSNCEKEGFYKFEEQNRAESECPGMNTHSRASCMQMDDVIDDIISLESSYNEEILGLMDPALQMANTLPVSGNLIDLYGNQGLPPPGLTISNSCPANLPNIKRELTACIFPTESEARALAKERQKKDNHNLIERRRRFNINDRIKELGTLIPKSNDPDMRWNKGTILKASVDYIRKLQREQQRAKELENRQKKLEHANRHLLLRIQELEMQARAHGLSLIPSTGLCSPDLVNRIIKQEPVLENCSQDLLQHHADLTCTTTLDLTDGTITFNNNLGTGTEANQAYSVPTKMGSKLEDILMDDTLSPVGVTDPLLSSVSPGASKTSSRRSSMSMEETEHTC
# TEAD-YAP block – TEAD-YAP interaction inhibition, primary screen, TEAD-YAP interaction inhibitor project, luminescence, HEK-TIYL cells. TEAD-Gal4/YAP UAS-luciferase luminescence. AID 1259422, 2018. actives 1.4% (n = 640,000). inhibition, % at 9.12 µM; in the data active means inhibition above about 32%;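 further: 0% = median of test compound wells and 100% = reference inhibitor wells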
# FBW7 act – FBW7 E3 ligase activators, primary screen, biochemical, AlphaScreen, human | F-box/WD repeat-containing protein 7 (Homo sapiens), Q969H0 | AlphaScreen FBW7–phospho-cyclin E peptide binding, activator screen | normalized activity (activation), % at 26.1 µM | actives 0.13% (n = 650,000) | AID 1259310, 2017; in the data active means normalized activity above about 1.9%;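 further: purified mutant Fbw7 with reduced substrate affinity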
# GPR151 ag – activators of human GPR151, primary screen, cell-based, PathHunter beta-arrestin, luminescence. G-protein coupled receptor 151 (Homo sapiens), Q8TDV0. PathHunter beta-arrestin GPR151 cells. activation, % at 11.2 µM. actives 1% (n = 650,000). AID 1508602, 2020; in the data active means activation above about 4.9%;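 further: 0% = median of compound wells and 100% = cells with positive control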
# Target sequence (Q8TDV0 whole entry, looked up): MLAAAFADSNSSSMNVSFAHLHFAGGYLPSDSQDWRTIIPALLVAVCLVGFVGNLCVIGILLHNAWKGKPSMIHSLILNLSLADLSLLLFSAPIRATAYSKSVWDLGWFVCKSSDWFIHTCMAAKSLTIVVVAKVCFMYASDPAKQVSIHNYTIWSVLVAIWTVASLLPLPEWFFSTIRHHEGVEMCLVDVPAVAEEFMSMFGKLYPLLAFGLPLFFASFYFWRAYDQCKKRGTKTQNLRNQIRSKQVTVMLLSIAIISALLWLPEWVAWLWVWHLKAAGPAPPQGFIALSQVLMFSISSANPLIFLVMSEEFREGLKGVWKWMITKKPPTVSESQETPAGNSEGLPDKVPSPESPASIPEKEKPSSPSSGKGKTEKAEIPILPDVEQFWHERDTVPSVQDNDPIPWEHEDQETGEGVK
# The depositor's hits bear a star; & = joins results of further samples; ! = not confirmed by another sample. Hits appear at their usual frequency; overall some 3.4% were active at least once.
# Values in the order: MITF primary	TEAD-YAP block	FBW7 act	GPR151 ag
CC(=O)NC1C(OC2=CC3OC(=O)CC(C)=C3C=C2)OC(CO)C(O)C1O (configuration not stated)
  -4.9	-0.6	0.2	0.3
Cn1c(=NC(=O)c2ccc(S(=O)(=O)N3CCCCC3)cc2)sc2cc(Cl)ccc21
  -3.0	-3.2	0.0	-0.2
O=S(=O)(NCCCN1CCOCC1)c1ccc(-c2ccc(S(=O)(=O)NCCCN3CCOCC3)cc2)cc1
  -6.3	-0.3	-0.1	1.1
CC1=C(C(=O)NCCCOC(C)C)C2(CCC(C)CC2)OC1=O (configuration not stated)
  -4.3	2.6	0.8	-1.0
COc1ccc(C(=O)NC(=S)Nc2sc3c(c2C#N)CCCCCC3)cc1
  6.0	8.4	0.0	-0.4
Cn1c(CSCc2ccc(Cl)cc2)n[nH]c1=S
  6.8	9.9	1.1	-1.4
Cn1c(=O)c2c(SCC#N)nc(C3CCCC3)nc2n(C)c1=O
  3.0	1.1	-0.1	0.3
COc1cc(/C(C)=N/Nc2ccc(C(=O)O)cc2)cc(OC)c1OC
  1.3	16.3	-0.1	0.0
COc1ccc(S(=O)(=O)N(CC(=O)Nc2ccc(C(N)=O)cc2)c2ccccc2)cc1
  22.3	5.4	0.3	-0.2
CN(CCOc1ccc(Cl)cc1)CN1C(=O)NC2(CCCCC2)C1=O
  5.5	-0.3	0.5	-0.7
COc1ccc(Cl)cc1NC(=O)c1c(NCc2cccs2)sc2c1CCC2
  6.3	8.9	0.4	0.2
COc1ccc(N2C(=O)c3nccnc3C2=O)cc1Cl
  4.8	0.0	0.0	-5.8
CN(C)c1ccc(/C=C2/SC(=S)N(N)C2=O)cc1
  16.8	4.0	0.1	0.1
COc1ccc(S(=O)(=O)N2CCC(C(=O)N3CCC(C)CC3)CC2)cc1OC
  0.8	-15.2	0.0	1.8
Fc1cccc(-c2ccc3c(c2)COC2(CCNCC2)O3)c1
  13.8	-34.6	-0.5	-0.1
CCc1ccccc1NC(=O)c1c(NC(=O)Cc2ccccc2)sc2c1CCCC2
  -7.3	-12.6	-0.2	0.7
O=C(NCCOc1cc(N2CCCC2)ncn1)Nc1ccc(Cl)c(Cl)c1
  5.2	16.6	0.4	-0.5
N#Cc1c(C(F)(F)F)cc(-c2cccs2)nc1SCC(=O)OCc1ccccc1
  1.4	0.2	0.2	-0.4
O=C(Nc1ccccc1C(=O)Nc1ccccc1)c1ccc(Br)o1
  1.7	12.0	0.0	-1.1
Cc1nc2cc(F)ccc2n1C1CCN(C(=O)Nc2ccccc2)CC1
  0.8	-3.9	0.0	-0.7
COc1cccc(OC)c1OCCCNC1CCCC1
  2.3	-1.7	-0.1	-0.3
O=C(CSc1nc2cc3ccccc3cc2[nH]1)Nc1ccccc1
  6.0	-1.9	-0.1	2.4
CCOc1ccc(-n2nc(C(=O)NCC3CCCN3CC)c3ccccc3c2=O)cc1 (configuration not stated)
  1.9	5.0	0.0	1.6
O=C(CSc1cccc2cccnc12)NC1CCCCC1
  14.0	-0.2	0.5	-0.9
Cc1cc(C)c2nc(N3CCC(C(=O)N4CCCC4)CC3)sc2c1
  10.6	17.4	0.6	1.7
OC[C@H]1O[C@@H](Oc2cc(O)cc(/C=C/c3ccc(O)cc3)c2)[C@H](O)[C@@H](O)[C@@H]1O
  4.6	11.5	-0.1	2.1
CC1CN(Cc2nc3scc(-c4ccc(Cl)cc4)c3c(=O)[nH]2)CC(C)O1 (configuration not stated)
  -10.0	3.2	-0.1	-1.6
COc1ccc(-c2csc(N(C)C(=O)c3c(OC)cccc3OC)n2)cc1
  -17.1	-8.6	-0.1	1.6
CCSc1nnc2n(N)cnn12
  3.6	0.8	-0.1	0.2
COC(=O)C1=C(C)NC2=C(C(=O)CC(c3cccs3)C2)C1c1cccs1 (configuration not stated)
  2.8&9.4	4.3&5.5	0.1&0.4	-0.2&0.1
CC1CCN(Cc2nnnn2CCc2ccccc2)CC1
  -3.1	-7.2	-0.1	-0.6
Cn1c(-c2ccc(Cl)cc2)csc1=N
  2.9	-7.0	0.0	0.6
S=C(NCCCn1ccnc1)Nc1ccccc1
  10.2	-5.2	0.7	-0.7
Cc1ccc(-n2nc3cc(C)c(NC(=O)COc4cccc(C)c4)cc3n2)cc1
  12.3	-0.3	0.5	-1.7
CN(c1cccc(NC(=O)CN(c2cccc(Cl)c2)S(C)(=O)=O)c1)S(C)(=O)=O
  -11.5	3.4	-0.3	-0.5
COc1cccc2cc(-c3nnc(-c4cccc(F)c4)o3)c(=O)oc12
  5.2	0.1	-0.1	0.0
CCOC(=O)c1c(NC(=O)CSc2nnc(CNC(=O)c3ccccc3OC)n2Cc2ccccc2)sc2c1CCCCC2
  -3.1	5.1	-0.1	0.3
CCN(CC)CCNC(=O)c1ccc(Cn2nnc3ccccc3c2=O)cc1
  11.0	8.6	-0.1	0.4
COCc1ccc(C(=O)N2CCCC(N3CCC(CO)CC3)C2)s1 (configuration not stated)
  5.0	0.6	0.0	0.2
Oc1oc(-c2cccc3ccccc23)nc1C=Nc1cccnc1Cl
  -3.9	6.7	-0.1	-0.7
O=C(NCc1ccco1)/C(=C/c1ccc(-c2cccc(C(F)(F)F)c2)o1)S(=O)(=O)c1ccccc1
  19.4	16.3	-0.1	0.3
COc1ccc(CSCC(=O)NCCC(C)C)cc1
  -22.5	8.6	0.1	-1.5
CC1=C(C(=O)OCCc2ccccc2)C(c2ccccc2F)C2=C(CC(c3cccs3)CC2=O)N1 (configuration not stated)
  2.2	-9.1	0.1	-1.2
CCOc1ccccc1-c1noc(CCC(=O)Nc2ccc(C)cc2C)n1
  -2.1	5.7	0.1	-0.3
C=CCSc1nnc(NC(=O)COc2ccccc2C#N)s1
  13.2	-0.4	0.1	-0.7
Cc1cc(C)cc(NC(=O)N2CCc3nc4ccccn4c(=O)c3C2)c1
  -2.4	0.7	-0.2	-2.2
COC(=O)c1ccc(N2C(=O)C(Cl)=C(N3CCOCC3)C2=O)cc1
  46.1	11.7	0.6	-0.8
CCOc1ccc(S(=O)(=O)N(CC(=O)NCCc2ccc(OC)cc2)c2ccccc2)cc1
  -2.0	-3.6	-0.1	-1.7
COC(=O)c1ccc(-c2csc(NC(=O)c3nc4ccccc4s3)n2)cc1
  5.5	0.1	0.0	0.0
Cc1cc(N)n(-c2ccc(F)cc2F)n1
  2.8	-4.2	0.1	1.5
C=CCOc1ccc2c3c(c(=O)oc2c1)CCC3
  0.9	1.0	-0.3	1.3
Clc1cccc(OCCn2cncn2)c1Cl
  46.6	-4.7	0.1	0.6
CCN(CC)CCCn1c(=S)[nH]c2ccccc2c1=O
  5.2	-6.6	-0.1	-0.8
Cc1ccc(C)c(S(=O)(=O)N2CCCC2CNC(=O)C(=O)Nc2ccccc2)c1 (configuration not stated)
  -2.2	-5.1	-0.1	0.2
COC(=O)C1=C(C)NC(=O)NC1c1cc2c(cc1Br)OCO2 (configuration not stated)
  -16.7	-7.7	0.0	0.6
Cc1[nH]nc(-c2ccc(OC(C)C)cc2O)c1-c1ccccc1
  10.3	3.0	0.2	-0.8
CC1(C)OCC(C2OC(=O)C(O)=C2OCc2ccc(Br)cc2)O1 (configuration not stated)
  1.1	-4.3	0.2	0.7
O=C(O)CC1(CC(=O)N2CCCCCC2)CCCC1
  9.3	-23.2	0.1	1.0
C[n+]1c2cc(N)ccc2cc2ccc(N)cc21
  52.0*!	-1.0&-2.7	-0.3&-0.2	0.2&0.4
CCOC(=O)C1=C(C(=O)OCC)SC(=C2C(=S)C(C)(C)N(C(=O)c3ccc(F)cc3)c3ccc(C)cc32)S1
  2.6	15.9	-0.1	-0.8

# Just GPR151 ag, FBW7 act and TEAD-YAP block, for 4 of the compounds above:
SMILES | GPR151 ag | FBW7 act | TEAD-YAP block
COCc1ccc(C(=O)N2CCCC(N3CCC(CO)CC3)C2)s1 (configuration not stated) | 0.2 | 0.0 | 0.6
Oc1oc(-c2cccc3ccccc23)nc1C=Nc1cccnc1Cl | -0.7 | -0.1 | 6.7
O=C(NCc1ccco1)/C(=C/c1ccc(-c2cccc(C(F)(F)F)c2)o1)S(=O)(=O)c1ccccc1 | 0.3 | -0.1 | 16.3
COc1ccc(CSCC(=O)NCCC(C)C)cc1 | -1.5 | 0.1 | 8.6

# More compounds follow.
# Values in the order: MITF primary	TEAD-YAP block	FBW7 act	GPR151 ag
Cc1ccc(/C=C/C(=O)N2CCN(Cc3ccc4c(c3)OCO4)CC2)cc1
  -1.7	-10.0	0.0	1.7
CC(=O)Oc1ccc(-c2cccc(C(=O)Nc3cccc4ccccc34)c2)cc1
  3.3	3.4	0.0	0.1
Cc1c(C(=O)NC(=S)Nc2nc(-c3ccccc3)cs2)oc2ccccc12
  2.4	11.7	0.1	1.2
COc1cc2c(cc1OC)C(C(=O)NC1CCCCC1)C(c1cccs1)N(C)C2=O (configuration not stated)
  -9.6	-3.1	-0.2	1.6
CCc1nc(SCC(=O)Nc2cc(OC)ccc2OC)c2c(=O)n(C)c(=O)n(C)c2n1
  -18.7	6.9	-0.1	1.5
COCCCNC(=O)Cn1cc(/C=C(\C#N)C(=O)NC2CCCC2)c2ccccc21
  8.6	-9.7	0.7	-2.0
COc1ccc(CCNC(=O)Cn2nc(C)n3cccc3c2=O)cc1OC
  5.0	3.1	0.4	-1.0
C=CCc1ccccc1OCCOCCNCCOC
  10.2	12.3	-0.1	-0.8
O=C(CCc1nnc(-c2ccc3c(c2)OCO3)o1)N(Cc1ccncc1)CC1CCCO1 (configuration not stated)
  7.1	6.3	0.3	-0.9
CC(C)(C)c1ccc(OCCSc2nc3ccccc3n2CC(N)=O)cc1
  -2.5	48.0*	-0.1	-0.2
O=C(CNC(=O)C1CCCCC1)NNc1c(F)c(F)cc(F)c1F
  -8.8	2.2	-0.1	0.5
COc1ccc(C(=O)N2CCN(C(=O)c3cccs3)CC2)cc1OC
  7.2	6.0	0.2	0.3
Cc1ccsc1CN[C@@H]1C[C@@H](C(=O)NC(C)C)N(C(C)C)C1
  3.9	12.1	0.0	-0.2
CCOC(=O)c1cnc2nc(-c3ccccc3)[nH]n2c1=O
  6.3	10.5	0.3	-1.4
O=c1c2c3c(sc2[nH]c(=S)n1Cc1ccccc1)CCCCC3
  16.2	8.0	0.0	-1.6
CCCSC1=C(C#N)C(c2ccco2)C(C(=O)Nc2ccccc2C)=C(C)N1 (configuration not stated)
  -5.6	6.3	0.0	1.5
COc1cc(Nc2ccc(-n3cc(CC(=O)NC4CCN(Cc5ccccc5)CC4)c4ccccc43)nn2)cc(OC)c1OC
  1.7	-2.9	0.6	-1.1
COc1ccc(-c2nc3ncnc(Nc4ccc(NC(C)=O)cc4)c3[nH]2)cn1
  22.3	11.8	0.1	0.5
C=CCNC(=O)c1c[nH]c2ccc(S(=O)(=O)N(C)c3ccc(OCC)cc3)cc2c1=O
  5.2	-9.5	-0.1	0.2
Cc1cc2c(cn1)C(=O)c1ccccc1-2
  5.3	-5.5	-0.1	-1.4
CCOC(=O)C1=C(c2ccccc2)Nc2ncnn2C1c1ccc(O)cc1 (configuration not stated)
  -15.5	-9.6	0.0	2.2
CC1(C)Cc2c(sc3ncn4c(=S)[nH]nc4c23)CO1
  -0.2	-1.4	-0.1	-0.3
Cc1ccc(N(C(C)C(=O)NCCC(C)C)S(C)(=O)=O)cc1C (configuration not stated)
  -1.1	6.9	0.1	-0.8
O=C(N/N=C/c1cc([N+](=O)[O-])ccc1O)c1ccccc1OCc1ccccc1
  -2.4	5.9	-0.3	-0.3
C=CCn1cc(F)c(=O)[nH]c1=O
  -0.1	4.8	-0.1	-0.6
CCOc1ccc(NC(=O)CN2C(=O)C(c3ccccc3)=NC23CCCCC3)cc1
  3.2	6.7	0.5	0.1
CCOC(=O)c1cccc(NC(=O)CCNc2c(N3CCCC3)c(=O)c2=O)c1
  -0.2	0.1	0.0	4.0
CC(C)N(CCNc1nc(Cl)nc2c1ncn2-c1ccccc1)C(C)C
  -6.5	-6.8	0.0	-0.3
NC(=O)C1CCN(Cc2cccc(Br)c2)CC1
  39.6	5.2	0.1	0.0
CCn1nc(C(=O)Nc2nc3ccccc3s2)cc1C
  68.6*	87.6*	-0.1	-9.2

# Reprinted at random: 2 compounds from above
# Values in the order: MITF primary	TEAD-YAP block	FBW7 act	GPR151 ag
Cc1cc(N)n(-c2ccc(F)cc2F)n1
  2.8	-4.2	0.1	1.5
COc1ccc(CSCC(=O)NCCC(C)C)cc1
  -22.5	8.6	0.1	-1.5

# The list goes on.
# Values in the order: MITF primary	TEAD-YAP block	FBW7 act	GPR151 ag
CCOC(=O)c1cc2c(=O)n3ccccc3nc2n(C(C)C)c1=NC(=O)c1cccc(OC)c1
  16.6	-10.4	0.8	0.4
O=C(COc1ccccc1)NCC(=O)Nc1nc2ccccc2s1
  -11.1	0.9	-0.2	0.1
NC(=O)C1CCN(C(=O)c2ccccc2NC(=O)c2ccc(Br)cc2)CC1
  9.8	12.4	0.3	-1.1
Cn1c(SCC(=O)N2CCN(c3ccccc3)CC2)ncc(C(=O)Nc2ccccc2)c1=O
  10.9	-11.5	-0.1	-0.6
O=C(NC12CC3CC(CC(C3)C1)C2)c1ccc(Cl)c([N+](=O)[O-])c1
  4.6	19.3	-0.1	0.2
NNC(=O)c1ccc(/C=N\O)nc1
  18.3	-1.4	-0.1	-2.0
